# Source: PubChem BioAssay
# Cycloheximide cs = affects cycloheximide protein synthesis inhibition readout, counter-screen; AID 2314; cell reporter, cycloheximide protein synthesis inhibition counterscreen; hit rate 12% among 300,000; max response, %; in the data active = max response mostly above about 13%, no sharp cut-off; inactive = mostly below about 14%; note: read at 38.3 µM for the half of the compounds with a filed dose; 0% is about no effect
# Tb PYK inh = inhibitors of Trypanosoma brucei pyruvate kinase; Potency, µM (doses to about 76.8 µM), for the others: at the top dose activity, negative = inhibition, hits mostly inhibitors; Q57TT1; TbPYK enzyme, Kinase-Glo Plus ATP luminescence, 45 min; AID 624173; hit rate 0.12% among 410,000; note: potency is the fitted concentration of half-maximal effect; % is set by controls: 0 for no effect and ±100 for the full control effect; nearly all actives have a fitted effect of over 50% in size
#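 In this concentration-response screen, enzyme-free wells defined baseline while DMSO plates tracked drift. Each reaction combined TbPYK, substrate, compound and 130 uM ADP for 45 min at room temperature. Kinase-Glo Plus luminescence gave the signal.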
# Pf growth 96h = inhibits malaria parasite growth, 96 h. P. falciparum luciferase reporter growth, 96 h. Potency, µM (doses to about 28.7 µM), for inactives: at the highest dose activity change, negative = inhibition, hits mostly inhibitors. hit rate 6.9% among 320,000; note: potency is the fitted concentration of half-maximal effect; % is set by controls: 0 for no effect and ±100 for the full control effect
#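 Delayed-death screen, second-generation endpoint: infected erythrocytes, 2% hematocrit, 0.05% parasitemia final; 96 hours at 37 C, 5% CO2; luciferase detection reagent; luminescence decrease equals reduced growth.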
# Pf growth 48h = inhibits P. falciparum growth in the first generation, 48 h. P. falciparum luciferase growth in erythrocytes, 48 h. Potency, µM (titrated, usually from 28.7 µM), without a hit: at the top dose activity change, negative = inhibition, hits mostly inhibitors. hit rate 5.9% among 310,000; note: potency is the fitted concentration of half-maximal effect; % is set by controls: 0 for no effect and ±100 for the full control effect
#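 Read-out is firefly luciferase luminescence from an integrated reporter in P. falciparum, so falling signal marks reduced parasite growth. Infected erythrocytes were at 2% hematocrit and 0.1% parasitemia (final) in Albumax-supplemented RPMI 1640.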
# Shiga inhibitor = Shiga toxin inhibition; AID 2315; hit rate 9.2% among 290,000; inhibition, % at 38.7 µM; Vero cells, Shiga toxin protein synthesis inhibition reporter; in the data active = inhibition mostly above about 28%, no sharp cut-off; inactive = mostly below about 43%; note: 0% is about no effect
# LmPK inh = inhibitors of Leishmania mexicana pyruvate kinase; purified LmPK, Kinase-Glo ATP luminescence, 1 h; AID 1721; Potency, µM (highest dose often 57.5 µM), inactives show at the highest dose activity change, negative = inhibition, usual class: inhibitors; hit rate 0.37% among 290,000; note: potency is the fitted concentration of half-maximal effect; % is set by controls: 0 for no effect and ±100 for the full control effect
# Target sequence (Q27686 whole entry, looked up): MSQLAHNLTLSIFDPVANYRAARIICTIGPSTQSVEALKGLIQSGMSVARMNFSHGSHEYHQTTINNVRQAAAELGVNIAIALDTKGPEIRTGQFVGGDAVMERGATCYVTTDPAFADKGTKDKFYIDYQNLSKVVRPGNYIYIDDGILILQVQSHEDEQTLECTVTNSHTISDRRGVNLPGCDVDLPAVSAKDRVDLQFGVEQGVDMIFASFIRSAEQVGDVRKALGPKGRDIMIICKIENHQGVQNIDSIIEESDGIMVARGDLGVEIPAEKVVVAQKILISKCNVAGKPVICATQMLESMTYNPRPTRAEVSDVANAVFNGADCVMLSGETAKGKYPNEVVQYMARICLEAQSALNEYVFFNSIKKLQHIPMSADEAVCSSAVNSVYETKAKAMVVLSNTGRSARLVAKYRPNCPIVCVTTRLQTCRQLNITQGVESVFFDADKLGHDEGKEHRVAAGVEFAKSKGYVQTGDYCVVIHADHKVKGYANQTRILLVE
#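 In 50 mM imidazole pH 7.2 with 7 mM MgCl2, LmPK (0.1 nM) turned over PEP (0.5 mM) and ADP (0.1 mM) for 1 h at room temperature. Luciferase read-out of ATP.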
# AmpC inh no detg = inhibitors of E. coli AmpC beta-lactamase without detergent | P00811 | AmpC nitrocefin hydrolysis, absorbance 480 nm, 0.0001% Triton | Potency, µM (series often up to 57.1 µM), for inactives: at the highest dose activity change, negative = inhibition, usual class: inhibitors | hit rate 0.52% among 330,000;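 note: potency is the fitted concentration of half-maximal effect; plate controls were no compound for no effect and no enzyme for full effect; nearly all actives have a fitted effect of over 20% in size; some results filed as inactive show a strong effect at the top dose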
# Target sequence (P00811 whole entry, looked up): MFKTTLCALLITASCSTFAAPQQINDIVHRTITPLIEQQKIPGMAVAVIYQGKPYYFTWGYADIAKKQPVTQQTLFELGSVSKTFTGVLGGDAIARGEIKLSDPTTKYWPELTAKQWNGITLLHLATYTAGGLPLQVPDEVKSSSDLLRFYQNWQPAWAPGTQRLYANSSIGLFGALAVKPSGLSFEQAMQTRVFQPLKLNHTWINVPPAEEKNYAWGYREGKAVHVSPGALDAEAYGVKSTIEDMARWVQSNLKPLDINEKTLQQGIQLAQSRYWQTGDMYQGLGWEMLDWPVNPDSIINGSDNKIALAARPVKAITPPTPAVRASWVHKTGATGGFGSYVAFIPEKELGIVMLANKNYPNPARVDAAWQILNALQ
#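 AmpC (5.3 nM in the dispensed reagent) in 20 mM phosphate pH 7.0 with 0.01% (detergent screen) or 0.0001% Triton X-100 was preincubated with compounds for 15 min at room temperature. Nitrocefin was then added from an 800 uM solution, and hydrolysis was followed at 480 nm.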
# The depositor's hits bear a star; ? = inconclusive; . = not tested or not shown; & = joins results of further samples; [ ] = another dose, or the depositor's remark. Unless noted, calls come from the whole dose curve; as a rule, active = well fitted curve in the direction sought with a large enough effect; inconclusive = small, poorly fitted or top-dose-only effect, or another doubt; inactive = no such curve, though single readings can be large; an effect the other way counts as inactive or inconclusive.
smiles | Shiga inhibitor | Cycloheximide cs | Pf growth 96h | LmPK inh | Tb PYK inh | AmpC inh no detg | Pf growth 48h
O=C(/C=C/c1ccccc1[N+](=O)[O-])Nc1ccccc1 | 101* | 36* | 0% | ? | 2% | -35% | .
S=C(Nc1ccc(Cl)cc1Cl)N1CCCCC1 | 52 | 17* | ? | -1% | -5% | -48% | 25%
COc1ccc(CSc2nc(N3CCOCC3)c3c(c2C#N)CC(C)(C)OC3)cc1 | -39 | 5 | . | 0% | -4% | 68%[activator] | 12µM*
O=C(C(Cc1ccccc1)n1cccc1)N1CCN(c2ncccn2)CC1 (stereo not given) | -6 | -3 | ? | 1% | 0% | -3% | .
O=C1C=C(c2ccc(-c3ccccc3)cc2)C[C@@H](c2ccc3c(c2)OCO3)C1 | . | . | 43%[activator] | . | -7% | -11% | 37%[activator]
NC/C=C/C(=O)O | . | . | 12% | . | 0% | . | 13%
CCN(CC)CCOC(=O)c1cccc2c1-c1ccccc1C2O (stereo not given) | -6 | -1 | ? | 3% | 1% | -17% | 4%
CCCCCCC(=O)Cc1cc(OC)c(OC)cc1C=C(C(=O)OCC)C(=O)OCC | -9 | 2 | ? | 1% | . | 178%[activator] | ?
CCCC(=O)NCCCc1nc2ccccc2n1CCC | -12 | 1 | -4% | -4% | 2% | -1% | 7%
O=Cc1cc([N+](=O)[O-])ccc1N1CCN(Cc2ccc3c(c2)OCO3)CC1 | 19 | 12 | -5% | -2% | -14% | -2% | 3%
Cc1ccc2oc(=O)c3cnn(CC(=O)N4CCCc5ccccc54)c3c2c1 | 3 | -1 | -17% | 1% | 5% | -2% | 9%
Nc1nn(-c2ccccc2)nc1C(=O)OCc1ccccc1F | 99 | 31* | 1µM* | 7% | . | -36% | 17%
S=c1[nH]nc(CSc2nc3ccccc3s2)o1 | -3 | 3 | . | -1% | -31% | -28% | 27%
CCCNC(=O)COc1coc(CN2CCN(c3ccccc3OC)CC2)cc1=O | -13 | 10 | ? | -8% | 1% | 1% | -3%
CC(=O)c1ccccc1N(C(=O)c1ccco1)C(C(=O)NC1CCCC1)c1ccc(C)cc1 (stereo not given) | -7 | -1 | ? | 1% | 3% | 39% | -9%
CCOC(=O)CSc1nc(C)[nH]c1[N+](=O)[O-] | -12 | -1 | ? | 1% | 6% | -8% | 30%
N#CC1=C(N2CCOCC2)/C(=C\c2ccccc2)CC1 | -21 | -1 | 24% | 0% | 5% | -7% | 3%
CN(C)CCCN1C(=O)c2cc3ccccc3cc2C1=O | -6 | 7 | 17% | 1% | 1% | -12% | 0%
c1ccc(-c2cc(-c3ccccc3)[n+](-c3ccccc3)c(-c3ccccc3)c2)cc1 | 7 | -2 | 0.37µM* | 1% | -11% | 21% | 0.29µM*
COc1ccc(NC(=O)N2CCCC2C(=O)NC23CC4CC(CC(C4)C2)C3)cc1 (stereo not given) | -6 | -5 | -3% | -1% | -4% | -2% | 0%
NCc1nc(-c2ccc(Cl)cc2)no1 | 9 | 13 | 12% | 3% | 2% | -34% | 15%
CC(=O)c1c(O)cc(C(C)C)n(-c2ccccc2)c1=O | -1 | -3 | 5% | -2% | -6% | -14% | -2%
CCN(CC)CCCNC(=O)C1c2ccccc2C(=O)N1Cc1ccc(C)cc1 (stereo not given) | -3 | -4 | . | 1% | 3% | -6% | -6%
O=C(NCc1ccco1)C(c1cccs1)N(C(=O)Cc1cccs1)c1ccccc1 (stereo not given) | -3 | 1 | 1% | 4% | -1% | -11% | ?
CC(C)c1ccc(NC(=O)NC(C)c2ccc3c(c2)OCO3)cc1 (stereo not given) | -6 | -4 | 98%[activator] | -6% | -2% | ? | -27%
CCCC(=O)Nc1ccc(C(=O)Nc2nnc(COCC)s2)cc1 | -3 | -1 | 31%[activator] | 0% | 4% | -20% | ?
CC(C)c1nc(SCC(=O)Nc2ccc(N3CCOCC3)cc2)c2ccccc2n1 | -9 | -1 | -20% | 6% | -9% | -9% | ?
Cc1ccnc(NS(=O)(=O)c2ccc(NC(=O)c3c(-c4ccccc4Cl)noc3C)cc2)n1 | 2 | 1 | 6% | 2% | 1% | -27% | 7%
CC(=O)Nc1nc2ccccc2n1CCOc1ccccc1 | 3 | 1 | 38%[activator] | -2% | 0% | 6% | ?
O=C(NCC(c1ccco1)N1CCN(c2ccccc2F)CC1)c1ccco1 (stereo not given) | . | . | 8% | . | 4% | ? | -5%
O=C(c1ccc(F)cc1)N1CCN(c2ccc(N3CCOCC3)nn2)CC1 | -5 | -5 | -12% | -4% | -2% | -6% | -6%
Cc1cc(Cl)ccc1OCC(=O)NCc1ccncc1 | 55 | 31 | 15% | 0% | 8% | -3% | 10%
O=C(NCC(c1ccco1)N1CCCCC1)c1ccc(NS(=O)(=O)c2ccc(F)cc2)cc1 (stereo not given) | -4 | 20 | ? | 0% | 2% | -13% | ?
CCOCc1nnc(NC(=O)c2cc(OC)c(OC)c(OC)c2)s1 | 46 | -3 | ? | -4% | 4% | -9% | 27%
O=C(/C=C/c1cccc(Cl)c1)NCCCN1CCOCC1 | -10 | -2 | ? | -1% | 3% | -7% | 17%
CCOC(=O)COc1ccc2c(=O)c(-c3ccccc3)coc2c1 | -9 | -6 | 50%[activator] | -2% | 0% | -2% | -13%
C=CCn1c(O)c(C(CC)=NCc2cccnc2)c(=O)[nH]c1=O | 4 | -3 | ? | 1% | -12% | -12% | -1%
COC(=O)CN=C1OC(=O)N2C(=O)C3=C4[C@@H](C[C@H]5C(=O)N(c6ccccc6)C(=O)[C@H]5[C@H]4[C@@]12Cc1ccccc1)[C@H]1C(=O)N(c2ccccc2)C(=O)[C@H]1[C@H]3C | -5 | -3 | ? | 1% | 0% | 114%[activator] | 12µM*
Cc1ccc2c(c1)c(CC(=O)Nc1ccc(F)cc1)c(C(=O)O)n2C | -24 | 1 | 34%[activator] | 2% | 4% | -27% | .
O=C(c1ccc(COc2ccccc2[N+](=O)[O-])o1)N1CCCCCC1 | 24 | 23 | ? | 2% | -1% | -4% | 20%
Nc1nc(SCC(=O)NC2CCCc3ccccc32)n[nH]1 (stereo not given) | -8 | -3 | 11% | 0% | -1% | -18% | -20%
Cn1nc(C(F)(F)F)c(C(=O)Nc2cccc(Cl)c2)c1Cl | -2 | -3 | ? | 9% | -1% | -4% | -5%
Cc1nnc(NC(=O)c2ccccc2-c2ccccc2C(=O)O)s1 | 2 | -1 | 16% | 10% | 0% | 9% | 5%
CCc1nn2c(=O)c(S(=O)(=O)Nc3ccc(Cl)cc3)c(C)nc2s1 | -10 | -2 | -1%&-6% | -1% | 1%&1% | 1%&9% | 8%&-2%
CCCCCN(C(=O)CCC(=O)OCC(=O)NC1CCC(C)CC1)c1c(N)n(CCCC)c(=O)[nH]c1=O (stereo not given) | . | . | 15µM* | . | 5% | 173%[activator] | ?
CCNc1nc(NC(C)C)nc(Oc2ccc(=O)n(C)n2)n1 | -8 | 1 | 26% | 2% | -8% | 0% | -2%
CN1CCC(N(C)C(=O)/C(C#N)=C/c2ccccc2)CC1 | -1 | -7 | 1% | 2% | -3% | -3% | 1%
CC1=NS(=O)(=O)c2cc(Cl)ccc2N1 | 17 | 3 | ? | -6% | 6%&-20% | -19% | -4%&-85%
COc1ccc(NC(=O)N2CCCCCC2)cc1OC | -8 | 9 | ? | 1% | -4% | -13% | 9%
O=c1cc(NCc2ccco2)c2ccccc2o1 | -4 | -4 | . | 3% | -4% | -28% | 6%

# 4 of these compounds in another layout:
# The line under a structure holds: Shiga inhibitor	Cycloheximide cs	Pf growth 96h	LmPK inh	Tb PYK inh	AmpC inh no detg	Pf growth 48h
- Cc1nnc(NC(=O)c2ccccc2-c2ccccc2C(=O)O)s1
    2	-1	16%	10%	0%	9%	5%
- CCc1nn2c(=O)c(S(=O)(=O)Nc3ccc(Cl)cc3)c(C)nc2s1
    -10	-2	-1%&-6%	-1%	1%&1%	1%&9%	8%&-2%
- CCCCCN(C(=O)CCC(=O)OCC(=O)NC1CCC(C)CC1)c1c(N)n(CCCC)c(=O)[nH]c1=O (stereo not given)
    .	.	15µM*	.	5%	173%[activator]	?
- CCNc1nc(NC(C)C)nc(Oc2ccc(=O)n(C)n2)n1
    -8	1	26%	2%	-8%	0%	-2%

# Structures listed so far with two or more sulfur atoms (three):
smiles | Shiga inhibitor | Cycloheximide cs | Pf growth 96h | LmPK inh | Tb PYK inh | AmpC inh no detg | Pf growth 48h
S=c1[nH]nc(CSc2nc3ccccc3s2)o1 | -3 | 3 | . | -1% | -31% | -28% | 27%
O=C(NCc1ccco1)C(c1cccs1)N(C(=O)Cc1cccs1)c1ccccc1 (stereo not given) | -3 | 1 | 1% | 4% | -1% | -11% | ?
CCc1nn2c(=O)c(S(=O)(=O)Nc3ccc(Cl)cc3)c(C)nc2s1 | -10 | -2 | -1%&-6% | -1% | 1%&1% | 1%&9% | 8%&-2%

# (continued)
smiles | Shiga inhibitor | Cycloheximide cs | Pf growth 96h | LmPK inh | Tb PYK inh | AmpC inh no detg | Pf growth 48h
CCOC(=O)C1CCN(CC(=O)Nc2cc(S(=O)(=O)N3CCCCC3)ccc2Cl)CC1 | . | . | ? | . | -2% | 80%[activator] | 12µM*
O=C(Nc1ccc(F)c(Cl)c1)Nn1cnnc1 | -21 | -2 | 10% | -3% | . | -11% | 6%
CCOc1ccc(N(CC(=O)N2CCCC2)S(=O)(=O)c2ccc(Cl)cc2)cc1 | -7 | -4 | -3% | 0% | -10% | 76%[activator] | -23%
CN(C)/C=N/c1cnc(C(=O)c2ccc(Cl)cc2)n1C | 83* | 45* | 5% | 4% | 2% | 2% | 131%[activator]
CN(C)C(=O)c1ccc(-n2cnc3ccccc3c2=O)cc1 | 18 | -1 | 12µM* | 1% | 1% | -16% | -18%[5.75 µM]
NC(=O)COc1ccc2c3c(c(=O)oc2c1)CCCCC3 | 12 | 13* | . | -5% | 1% | -22% | 25%
CCC(C)c1ccc(NC(=O)c2[nH]c(C)c(C(C)=O)c2C)cc1 (stereo not given) | 71* | 23* | 3.3µM* | 6% | 0% | 0% | 4.7µM*
CC(c1nc2ccccc2n1Cc1ccccc1)N1CCCCC1 (stereo not given) | 14 | -1 | ? | 0% | 8% | 24% | ?
Cc1c(C2CC(=O)N(c3ccccc3)C2=O)[nH]n(-c2ccccc2)c1=O (stereo not given) | -13 | 5 | 0% | -5% | -12% | -33% | 20%
CS(=O)(=O)N1CCCC(C(=O)N2CCN(c3cccc(Cl)c3)CC2)C1 (stereo not given) | 16 | 3 | 9% | 5% | 0% | -10%[2.29 µM] | -3%
Cn1cnc([N+](=O)[O-])c1Sc1ncccc1N | -14 | 0 | . | 5% | -3% | -1% | -11%
S=C1NCCOCCOCCOCCOCCNC(=S)N2CCOCCOCCN1CCOCC2 | -16 | -2 | -57% | 5% | -2% | 32% | -3%
